# Efflux pump inh – inhibitors of Candida efflux pumps in yeast, primary screen, S. cerevisiae, Nile Red, multiplex. S. cerevisiae Candida pump triplex. inhibition, % at 10 µM. hit rate 0.44% among 330,000;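 active = plate passing quality check with inhibition over a set limit, or well fluorescence over plate mean plus 4 SD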;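 note: Nile Red retained in pooled yeast measured as flow cytometry median fluorescence; 0% = buffer negative control and 100% = Enniatin B positive control; higher means more Nile Red kept so more efflux inhibition; some compounds called inactive have numbers as strong as hits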
# AHR act – AHR activators, primary screen, cell-based, luminescence, luciferase reporter, human; Aryl hydrocarbon receptor (Homo sapiens), P35869; AHR-responsive luciferase reporter cells; activation, % at 5 µM; hit rate 2.5% among 320,000; AID 2796, 2010; in the data active = activation above about 47%;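 note: 0% = vehicle wells and 100% = reference agonist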
# Target sequence (P35869 whole entry, looked up): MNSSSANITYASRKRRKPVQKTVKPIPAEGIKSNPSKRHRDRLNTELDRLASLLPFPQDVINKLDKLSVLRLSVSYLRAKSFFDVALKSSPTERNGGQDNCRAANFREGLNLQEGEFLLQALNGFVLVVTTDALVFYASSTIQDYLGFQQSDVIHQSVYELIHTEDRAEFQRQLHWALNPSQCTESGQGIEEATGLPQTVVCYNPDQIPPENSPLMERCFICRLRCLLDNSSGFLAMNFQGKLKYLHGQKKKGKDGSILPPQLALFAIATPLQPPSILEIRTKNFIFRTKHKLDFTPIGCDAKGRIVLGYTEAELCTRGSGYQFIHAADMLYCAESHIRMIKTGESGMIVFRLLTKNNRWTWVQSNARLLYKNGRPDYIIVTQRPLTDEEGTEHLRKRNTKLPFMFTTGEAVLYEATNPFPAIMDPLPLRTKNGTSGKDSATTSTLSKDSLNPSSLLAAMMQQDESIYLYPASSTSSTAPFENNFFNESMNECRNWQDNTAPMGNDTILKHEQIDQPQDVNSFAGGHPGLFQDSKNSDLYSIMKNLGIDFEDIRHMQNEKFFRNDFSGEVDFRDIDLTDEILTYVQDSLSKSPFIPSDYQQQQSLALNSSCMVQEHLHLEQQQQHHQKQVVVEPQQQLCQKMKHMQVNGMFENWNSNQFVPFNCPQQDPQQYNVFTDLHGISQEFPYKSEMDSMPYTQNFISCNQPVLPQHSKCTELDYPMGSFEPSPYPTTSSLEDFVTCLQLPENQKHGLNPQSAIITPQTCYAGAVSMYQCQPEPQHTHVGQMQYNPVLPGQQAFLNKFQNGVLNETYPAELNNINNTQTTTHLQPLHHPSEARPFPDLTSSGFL
# CIT2 TOR yeast – modulators of CIT2-GFP expression in yeast, primary screen, S. cerevisiae, GFP fusion, multiplex flow cytometry, MLPCN library | S. cerevisiae CIT2-GFP strain, 3 h; 100 means same as DMSO wells | GFP response vs DMSO, % at 10 µM | hit rate 0.065% among 320,000 | AID 2029, 2009;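 active = GFP response relative to DMSO above a set limit, near the screen mean plus 3 SD, cut at about 150% in these data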;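 note: ratio of well median GFP fluorescence to mean of DMSO wells on the plate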
# LAP4-GFP MLPCN – modulators of LAP4-GFP expression in yeast, primary screen, S. cerevisiae, multiplex flow cytometry, MLPCN library; 3 h; median GFP as percent of DMSO wells; GFP response vs DMSO, % at 10 µM; hit rate 0.34% among 320,000;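 active = GFP response vs DMSO above a set limit, about the screen mean plus 3 SD, cut at about 150% in these data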
# AGP1-GFP MLPCN – modulators of AGP1-GFP expression in yeast TOR pathway, primary screen, cell-based, multiplex flow cytometry, S. cerevisiae, MLPCN library; 3 h; GFP as percent of DMSO wells; GFP response vs DMSO, % at 10 µM; hit rate 0.02% among 320,000;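 active = GFP response relative to DMSO above a set limit, near screen average plus 3 SD, cut at about 150% in these data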;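 note: median GFP channel fluorescence of the gated AGP1 strain per well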
# RPL19A-GFP yeast – RPL19A-GFP expression modulators in yeast, primary screen, cell-based, S. cerevisiae, multiplex flow cytometry, MLPCN. percent response vs DMSO, % at 10 µM. hit rate 0.3% among 330,000. AID 2025, 2009. S. cerevisiae RPL19A-GFP strain, 3 h; active compounds read low;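 active = percent response vs DMSO below 50%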;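 note: median channel GFP fluorescence of the barcoded RPL19A-GFP strain; ratio of sample median GFP to plate DMSO average so 100% = DMSO; lower means less RPL19A-GFP as with rapamycin TOR inhibition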
# MEP2 TOR yeast – modulators of MEP2-GFP levels in yeast, primary screen, S. cerevisiae, multiplex flow cytometry, MLPCN library. S. cerevisiae MEP2-GFP strain, 3 h; 100% = DMSO control level. GFP response vs DMSO, % at 10 µM. hit rate 0.51% among 330,000;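 active = GFP response versus DMSO above a set limit, roughly screen mean plus 3 SD, cut at about 180% in these data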;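 note: median GFP fluorescence of the barcode-gated MEP2-GFP cells per well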
# Yeast superoxide – reduction of superoxide in aged yeast, primary screen, HTS; S. cerevisiae aged cells, superoxide DHE fluorescence; active compounds read low; superoxide response (% of plate mean), % at 10 µM; hit rate 0.18% among 330,000;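 active = superoxide response under a set limit, about three screen SD below normal, cut at about 65% in these data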;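 note: yeast aged for seven days with compound at 30 °C before DHE staining; 100% = average MFI of all compound-treated wells on the plate with controls excluded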
# The depositor's hits bear a star; x = no result given; [ ] = another dose, or the depositor's remark.
SMILES,Efflux pump inh,AHR act,CIT2 TOR yeast,LAP4-GFP MLPCN,AGP1-GFP MLPCN,RPL19A-GFP yeast,MEP2 TOR yeast,Yeast superoxide
CC(NC(=O)c1ccccc1O)c1ccccc1 (configuration not stated),0.0,-2,91,106,94,93,101,94
O=C(Cn1cnc2c(cnn2-c2ccc(F)cc2)c1=O)NCCc1ccccc1,0.3,6,107,113,110,108,118,105
Cc1ccc(CNC(=O)[C@H]2C[C@@H]2[C@H](NP(=O)(c2ccccc2)c2ccccc2)c2ccccc2)o1,-0.1,-1,100,113,106,116,102,99
CC(C)C(=O)c1cc2c(cc1NC(=O)c1ccccc1)OCCO2,0.0,5,97,113,98,95,102,97
CC(Oc1ccc2c3c(c(=O)oc2c1)CCC3)C(=O)NC1CCN(Cc2ccccc2)CC1 (configuration not stated),0.1,0,104,106,110,103,102,89
O=C(CSc1nc2ccccc2s1)NC(=O)NCc1ccco1,-0.1,17,88,90,98,97,96,84
COc1ccc(S(=O)(=O)N2CCCCCC2)cc1,0.0,1,89,97,96,94,97,93
O=C1CC(c2ccc(O)c(O)c2)Oc2c1ccc(O)c2O (configuration not stated),-0.2,-1,98,98,101,97,105,87
CCSCc1nnc(SCC(=O)Nc2ccc(OC)cc2)n1C,-0.1,2,96,91,105,105,102,85
Cc1ccc(C(O)P(=O)(OC2CCCCC2)OC2CCCCC2)cc1 (configuration not stated),-0.1,0,x,91,106,106,108,93
O=C(/C=C/c1ccco1)Nc1ccccc1N1CCOCC1,-0.2,-2,97,86,94,103,99,101
CCCNC(=O)c1ccccc1NC(=O)CN(c1ccccc1)S(=O)(=O)N(C)C,-0.1,-1,102,101,104,98,100,97
COc1ccc(N/C=C/C(=O)c2ccc(OC)c(OC)c2)cc1,0.2,-1,93,97,90,90,85,105
CCOc1ccccc1NC(=O)Cn1c(C)cc(COC)c(C#N)c1=O,0.1,2,101,98,97,102,100,108
CCn1c(=O)c2cc(C(=O)NCCC(C)C)sc2c2ccccc21,0.3,-2,91,104,90,94,100,107
COc1ccccc1CNC(=O)CN1C(=O)NC2(CCCc3ccccc32)C1=O (configuration not stated),-0.2,3,99,93,99,97,107,123
CCOc1ccc(CCNC(=O)CCC(=O)N2CCOc3ccccc32)cc1OCC,0.0,3,103,102,104,99,101,106
C/C(=N/NC(=O)c1cc(-c2ccc(Cl)s2)[nH]n1)c1ccco1,-0.1,-2,96,107,98,98,91,113
O=C(COC(=O)C1CCC(=O)N1)Nc1ccccc1Br (configuration not stated),0.1,-2,127,115,125,110,109,86
Cc1nc(C#N)c(NCc2ccc3c(c2)OCO3)o1,0.2,8,98,96,95,98,105,109
N#C/C(=C\c1ccc[nH]1)C(=O)NCC1CCCO1 (configuration not stated),0.0,-4,104,107,105,101,103,99
O=C(NCCN1CCOCC1)c1cnn2c1NC(c1cccs1)CC2C(F)(F)F (configuration not stated),0.0,2,88,93,92,89,89,94
CCCCNC(=S)NNC(=O)c1cc(-c2ccncc2)nc2ccccc12,-0.2,8,105,105,99,108,101,113
COc1ccc(CCNC(=O)Cn2c(=O)[nH]c3ccsc3c2=O)cc1OC,-0.1,1,99,107,102,98,100,84
O=C(COC(=O)C1=COCCO1)Nc1ncc(C(F)(F)F)cc1Cl,0.2,2,94,104,101,101,94,96
CCc1nnc(NC(=O)c2nc(S(=O)(=O)Cc3cccc(C)c3)ncc2Cl)s1,0.1,1,116,110,100,105,114,83
Cc1ccc(NC(=O)CS(=O)CC(=O)Nc2cnc3ccccc3c2)cc1Cl (configuration not stated),0.0,-2,103,97,106,104,102,94
CCN(C(=O)CSc1nnc(-c2ccncc2)o1)c1ccccc1,0.1,1,91,101,104,103,104,104
CC(C)(C)NS(=O)(=O)c1ccc(NS(C)(=O)=O)cc1,0.4,-2,89,95,97,98,99,97
COc1ccc(NC(=O)Cc2c(Sc3ccccc3)c3ccccc3n2C)cc1,-0.3,13,97,99,101,96,100,86
CCOc1cc(CNCCO)ccc1OCC(=O)NC(C)(C)C,0.0,1,95,101,90,100,102,101
O=C(CN1C(=O)S/C(=C\c2ccc(-c3cc(C(=O)O)ccc3Cl)o2)C1=O)Nc1ccc2c(c1)OCO2,0.1,x,95,71,94,110,100,112
C[n+]1ccccc1/C=C1\Sc2ccccc2N1CCO,0.1,1,115,111,109,104,103,97
Cn1c(Cc2ccccc2)[n+](C)c2ccccc21,0.3,-1,112,107,105,117,109,110
COc1ccc(OC)c(NC(=O)CSc2nnc(CNC(=O)c3ccco3)o2)c1,0.1,9,94,102,100,101,104,95
COc1ccc(/C=N/NC(=O)c2ccccc2F)cc1CN1CCN(c2ccc(F)cc2)CC1,0.1,3,110,105,112,109,107,114
O=C(O)CSc1cc(C(=O)c2ccccc2O)cn2c(=O)c3c(-c4ccccc4)csc3nc12,-0.1,-1,98,95,94,93,97,110
CC(C)(C)OC(=O)n1cc(/C=N/NC(=O)c2ccco2)c2ccccc21,0.1,5,154*[may fluoresce green],118[may fluoresce green],119[may fluoresce green],98[may fluoresce green],117[may fluoresce green],98
COC1=C(C)C(O)=C(C(=O)/C=C/c2ccccc2)C(=O)C1(C)C,-0.1,1,84,114,94,104,96,93
COc1ccccc1N1CCN(C(=O)c2cc(-c3ccc(F)cc3)on2)CC1,-0.3,-2,99,97,99,105,106,107
CCCN(CC(=O)Nc1ccccc1C)C(=O)c1ccc2ccccc2n1,0.0,14,104,107,109,99,99,95
O=C(c1ccc(Cl)cc1Cl)c1ncc(C(F)(F)F)cc1Cl,-0.1,-2,90,90,91,93,96,91
CCN(CC)C(=O)c1cccc(NC(=O)C2=COCCO2)c1,-0.1,-1,99,109,101,104,103,99
OCc1nc2ccccc2n1CCc1ccccc1,0.5,2,100,92,95,105,102,98
O=C(N/N=C/c1ccco1)c1cccc([N+](=O)[O-])c1,0.4,8,94,96,101,105,110,110
CCCCCCN(C(=O)CCCCCN1C(=O)NC(c2ccc(-c3ccccc3)cc2)C(C(=O)OCc2ccccc2)=C1C)C(C)C(=O)NCCCC (configuration not stated),0.2,5,102,97,103,100,104,93
CC1CCCCN1S(=O)(=O)c1ccc(C(=O)Nc2sccc2C(N)=O)cc1 (configuration not stated),0.4,3,103,103,102,98,114,104
CCOC(=O)CC1COCCN1C(=O)c1ccc2oc(Cc3ccccc3)nc2c1 (configuration not stated),0.0,11,104,98,104,102,96,101
COc1cccc2cc(-c3n[nH]c(=S)n3C)oc12,0.1,-2,93,105,101,96,98,80
Cc1cc(C(=O)N2CCCc3ccccc32)no1,-0.1,-2,82,86,91,87,94,101

# (next part)
SMILES,Efflux pump inh,AHR act,CIT2 TOR yeast,LAP4-GFP MLPCN,AGP1-GFP MLPCN,RPL19A-GFP yeast,MEP2 TOR yeast,Yeast superoxide
CN(c1ccccc1)S(=O)(=O)c1ccc(NC(=O)c2ccccc2C(=O)O)cc1,0.1,-2,99,104,107,103,104,94
CCCCN(C)S(=O)(=O)c1cc2c3c(c1)CCC(=O)N3CCC2,-0.1,3,103,105,100,98,97,113
CCOc1ccc(NC(=O)CN2C(=O)CCSc3ccc(S(=O)(=O)N4CCCC4)cc32)cc1,0.0,1,110,101,105,107,110,100
Cc1cccn2c(=O)c3cc(S(=O)(=O)c4ccccc4)c(=N)n(Cc4ccc(F)cc4)c3nc12,0.2,2,108,102,61,95,103,99
COc1ccc(C(C(=O)NCC2CCCO2)N(C(=O)CNC(=O)c2ccco2)c2cc(C)cc(C)c2)cc1OC (configuration not stated),-0.3,-1,92,100,97,96,93,93
COc1ccc2cc3cc(C(=O)N4CCCCCC4)oc3nc2c1,0.0,-7,96,105,90,95,97,105
CCOc1cc(C2NC(=O)NC(C)=C2C(=O)OCc2ccccc2)ccc1O (configuration not stated),0.1,-1,103,104,114,103,111,93
COC(=O)[C@H](CCSC)NC(=O)c1cc2c(cn1)[nH]c1ccccc12,-0.1,8,106,94,100,103,99,99
Cc1cc(C)nc(SCC(=O)Nc2ncc3c(n2)CCCC3=O)n1,0.0,4,99,98,101,99,94,100
CCCCn1nc2cc(C(=O)NCC34CC5CC(CC(C5)C3)C4)ccc2c1OCC,0.0,1,98,105,99,104,97,96
Cc1ccc(C(=O)N2CCCC(CCC(=O)N3CCN(c4ccccn4)CC3)C2)cc1 (configuration not stated),-0.1,2,99,106,95,92,93,95
Cc1ccsc1/C=N/NC(=O)Cc1cc(=O)[nH][nH]1,0.0,2,105,111,104,104,109,103
CCCCOc1ccc(OCCNS(=O)(=O)N(C)C)cc1,0.4,11,98,107,101,99,101,114
C/C(=N\NC(=O)c1cccnc1)c1cccc([N+](=O)[O-])c1,-0.3,46,99,85,94,100,111,114
O=C(Nc1ccccc1)OCc1cc(-c2ccc(Cl)cc2)on1,0.0,-1,105,105,102,105,105,109
NNC(=O)c1nn(-c2ccccc2)cc1O,-0.1,8,94,104,98,97,98,95
CCCn1c(CCC(=O)O)ccc1-c1cccs1,-0.1,1,91,102,92,100,94,93
CCOC(=O)c1c(C)[nH]c(=S)c(C#N)c1-c1ccc(Cl)cc1,-0.1,0,101,89,92,94,95,100
COc1ccc(OCC(=O)N2CCN(S(=O)(=O)c3ccccc3[N+](=O)[O-])CC2)cc1,0.0,-3,x,91,93,90,93,95
CCCCN(C)C(=O)c1nc2ccccn2c1CNCCCn1ncc2ccccc21,-0.1,5,81,97,110,100,98,107

# A second format for three compounds above.
molecule: CCCCOc1ccc(OCCNS(=O)(=O)N(C)C)cc1
  Efflux pump inh: 0.4
  AHR act: 11
  CIT2 TOR yeast: 98
  LAP4-GFP MLPCN: 107
  AGP1-GFP MLPCN: 101
  RPL19A-GFP yeast: 99
  MEP2 TOR yeast: 101
  Yeast superoxide: 114
molecule: CCOC(=O)c1c(C)[nH]c(=S)c(C#N)c1-c1ccc(Cl)cc1
  Efflux pump inh: -0.1
  AHR act: 0
  CIT2 TOR yeast: 101
  LAP4-GFP MLPCN: 89
  AGP1-GFP MLPCN: 92
  RPL19A-GFP yeast: 94
  MEP2 TOR yeast: 95
  Yeast superoxide: 100
molecule: Cc1ccc(C(=O)N2CCCC(CCC(=O)N3CCN(c4ccccn4)CC3)C2)cc1 (configuration not stated)
  Efflux pump inh: -0.1
  AHR act: 2
  CIT2 TOR yeast: 99
  LAP4-GFP MLPCN: 106
  AGP1-GFP MLPCN: 95
  RPL19A-GFP yeast: 92
  MEP2 TOR yeast: 93
  Yeast superoxide: 95

# Other entries follow.
SMILES,Efflux pump inh,AHR act,CIT2 TOR yeast,LAP4-GFP MLPCN,AGP1-GFP MLPCN,RPL19A-GFP yeast,MEP2 TOR yeast,Yeast superoxide
O=C(NCc1cccs1)C1CCCN1C(=O)Nc1ccccc1Cl (configuration not stated),0.0,1,101,88,93,96,95,115
COc1ccc(-c2nc3ccc([N+](=O)[O-])cc3o2)cc1,-0.1,-3,88,106,97,89,88,94
COC(=O)C1=CN(Cc2ccc(C)cc2)C=C(C(=O)OC)C1c1ccc(F)c(F)c1,-0.1,3,93,97,94,99,106,83
O=C(C1CC1)N1CCN=C1SCc1ccc(F)cc1,-0.1,-4,99,100,102,100,104,101
COc1ccc(OC)c(S(=O)(=O)n2cnc3ccccc32)c1,-0.2,-1,98,104,104,101,107,104
CS(=O)(=O)N(CC(=O)NC1CCCC1)c1ccc(Oc2ccccc2)cc1,0.0,11,95,94,95,100,97,112
Cc1cccc(C)c1NC(=O)NN1C(C)CCCC1C (configuration not stated),-0.2,2,106,90,91,93,97,73
COc1ccc2[nH]cc(CCn3ccc(O)c(C/C=C/c4ccccc4)c3=O)c2c1,0.0,6,101,108,115,102,102,97
COc1ncnc2c1ncn2CC1COC(C)(C)O1 (configuration not stated),0.1,2,92,100,97,94,89,113
O=C(CSc1nnc(-c2c[nH]c3ccccc23)o1)N(Cc1ccccc1)c1ccc(F)cc1,-0.1,0,103,105,108,105,107,141
